Gli-Sufu block: blocks Gli-Sufu signaling in a luciferase reporter. inhibition, % at 5 µM. 0.74% of 340,000 active. Sufu-KO-LIGHT fibroblasts, Gli luciferase reporter luminescence;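 active = inhibition above about 55%, limit read from the data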;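 note: 0% = DMSO-treated cells and 100% = wells with medium but no cells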
ATG4B inh: inhibitors of human ATG4B cysteine protease; Q9Y4P1; ATG4B cleavage of LC3-PLA2, NBD-HPC fluorescence, 1 h; inhibition, % at 8.33 µM; 0.51% of 340,000 active; AID 504462; in the data active = inhibition above about 40%
CCR6 antagonist: antagonists of human CCR6 receptor | inhibition, % at 20 µM | 0.49% of 340,000 active | P51684 | CHO-K1 CCR6 PathHunter beta-arrestin, luminescence, CCL20-stimulated;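 active = compounds whose inhibition of the agonist-driven luminescence signal at 20 µM reaches about 50%, limit read from the data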;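 note: cells stimulated with CCL20 at 14 nM final; plate controls were DMSO with CCL20 for no effect and DMSO without agonist for full effect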
Target sequence (P51684 whole entry, looked up): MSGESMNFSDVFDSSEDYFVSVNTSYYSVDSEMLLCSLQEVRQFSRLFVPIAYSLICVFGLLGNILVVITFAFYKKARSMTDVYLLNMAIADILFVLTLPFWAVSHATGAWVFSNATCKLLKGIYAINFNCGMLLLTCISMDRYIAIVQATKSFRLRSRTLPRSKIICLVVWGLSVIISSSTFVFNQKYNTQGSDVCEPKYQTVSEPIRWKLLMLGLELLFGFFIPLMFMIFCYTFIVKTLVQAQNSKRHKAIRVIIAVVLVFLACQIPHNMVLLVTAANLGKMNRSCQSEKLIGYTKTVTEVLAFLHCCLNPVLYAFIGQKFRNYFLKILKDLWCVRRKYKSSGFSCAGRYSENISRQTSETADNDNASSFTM
APJ agonist: activates the human apelin receptor APJ; P35414; CHO-K1 APJ PathHunter beta-arrestin, luminescence; 0% DMSO wells, 100% apelin; activation, % at 20 µM; 0.11% of 330,000 active; AID 2520;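 active = activation more than six SD over the plate average, tested at 20 µM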;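 note: 0% = DMSO alone and 100% = apelin-13 at 10 nM; some results filed as inactive read as strong as hits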
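Test system – PathHunter CHO-K1 APJ (AGTRL-1) beta-arrestin reporter cells · Input – 1000 cells/well · Compound – single test compound dose, 20 µM final, 1% DMSO · Times – compound stimulation 90 min at 25 °C, detection 60 min · Technique – beta-gal luminescence · Read-out basis – APJ–arrestin association signal · Control set – negative DMSO alone, positive Apelin-13 at 10 nM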
UBC13 inh: blocks human UBC13 polyubiquitin chain formation; inhibition, % at 20 µM; 0.47% of 330,000 active; P61088; TR-FRET; in the data active = inhibition above about 45%, passing the limit was not always enough
Target sequence (P61088 whole entry, looked up): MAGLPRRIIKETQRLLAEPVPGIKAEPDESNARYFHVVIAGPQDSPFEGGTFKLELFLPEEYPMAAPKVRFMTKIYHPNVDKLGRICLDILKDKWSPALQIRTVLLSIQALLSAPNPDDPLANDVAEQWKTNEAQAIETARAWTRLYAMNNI
APJ antag: blocks the human apelin receptor APJ | 0.32% of 330,000 active | CHO-K1 APJ beta-arrestin complementation, luminescence | P35414 | inhibition, % at 20 µM;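 active = inhibition above about 40% at 20 µM, limit read from the data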;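 note: cells challenged with 10 nM apelin-13 agonist together with compound; plate controls were apelin-13 plus DMSO wells for no effect and DMSO wells lacking apelin-13 for full effect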
CXCR6 inh: inhibitors of human CXCR6 receptor. CHO-K1 PathHunter CXCR6 beta-arrestin, luminescence. 0.36% of 360,000 active. inhibition, % at 20 µM. AID 602244; in the data active = inhibition above about 34%, passing the limit was not always enough;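 note: antagonist mode with CXCL16 agonist at 10 nM final; 0% = 10 nM CXCL16 with DMSO and 100% = unstimulated wells without agonist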
EBI2 antag: blocks human EBI2 receptor beta-arrestin signaling; P32249; EBI2 beta-arrestin recruitment, luminescence, 7a,25-OHC stimulated; inhibition, % at 5 µM; 0.81% of 360,000 active; in the data active = inhibition above about 38%;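 note: enzyme fragment complementation signal reports receptor beta-arrestin coupling in cells; 0% = agonist plus DMSO wells and 100% = wells without agonist; some results beyond the cut were filed as inactive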
* hit, by the source's call; nt = not tested or not shown; & = joins results of further samples. Not all compounds are listed; the hit share may differ from the screen's.

1) O=C(Cn1c(=O)n(CC2CS2)c2ccccc21)N1CCCCCC1 (centres undefined)
2) FC(F)(F)c1ccc2c(c1)NP(=S)(N1CCOCC1)c1nccn1-2 (centres undefined)
3) CCN1CCc2ccccc2C1
4) CCOP(=S)(OCC)Oc1cc(C)oc(=O)c1
5) CN1C(=O)C(C2c3ccccc3C(=O)N2Cc2ccccc2)C(=O)N(C)C1=O (centres undefined)
6) CCCCC(=O)N/N=C/c1c(O)n(CCc2ccccc2)c(=O)[nH]c1=O
7) C[C@]12CCC3C(CC[C@H]4C[C@@H](O)CC[C@]34C)[C@H]1C=CC2=O (some centres undefined)
8) CC(=O)C1C2c3ccccc3OC1(C)N=c1s/c(=C/c3cnn(C)c3)c(=O)n12 (centres undefined)
Compound | 1 | 2 | 3 | 4 | 5 | 6 | 7 | 8
Gli-Sufu block | -9.0 | 3.9 | 2.5 | 0.7 | 0.0 | -31.2 | 6.3 | 20.6
ATG4B inh | -2.0 | -11.4 | 4.1 | -16.4 | 3.4 | 0.5 | 2.0 | -4.3
CCR6 antagonist | 61.9* | -20.0 | 3.5 | -0.1 | -4.2 | 1.1 | 1.0 | -24.2
APJ agonist | -5.5 | 1.3 | -0.5 | -4.7 | 1.2 | 4.1 | -0.3 | 3.2
UBC13 inh | 10.5 | 3.6 | 2.2 | 5.3 | -8.5 | -36.8 | -11.1 | -9.7
APJ antag | 8.4 | 0.5 | -7.7 | -3.3 | -23.3 | -9.6 | 7.6 | -0.8
CXCR6 inh | -5.4 | 9.3 | -6.1 | -1.1 | -4.6 | 7.6 | -0.9 | -2.9
EBI2 antag | -9.2 | 8.5 | 10.2 | 4.4 | -1.1 | 2.4 | -0.9 | -5.9

9) O=C(CN1C(=O)CCSc2ccccc21)N1CCC2(CC1)OCCO2
10) CC1CN=C(Nc2ccc(F)c(Cl)c2)S1 (centres undefined)
11) Cc1cc(C(=O)O)c(C)n1C1CC1
12) O=c1[nH]c(=O)n(CC2CCCO2)c(O)c1/C=C1\C=Nc2ccccc21 (centres undefined)
13) CN1C2CCC1CC(OC(c1ccccc1)c1ccccc1N)C2 (centres undefined)
14) CN(C)c1ccc([N+](=O)[O-])c([N+](=O)[O-])c1
15) CC(=O)C1C(N2CC2)CC2C3CCC4=CC(=O)CCC4(C)C3CCC21C (centres undefined)
16) CCOC(=O)C1(CCc2ccccc2)CCN(Cc2cccc3cnccc23)CC1
Compound | 9 | 10 | 11 | 12 | 13 | 14 | 15 | 16
Gli-Sufu block | 2.4 | 2.4 | 0.4 | 8.0&-5.8 | -19.0 | 4.0 | 6.7 | 44.0
ATG4B inh | -9.1 | 8.2 | -1.6 | -5.6&4.0 | 4.6 | 0.4 | -3.3 | 17.3
CCR6 antagonist | 0.5 | -1.1 | 4.5 | 10.4&-9.2 | -5.3 | 10.4 | 11.0 | 10.8
APJ agonist | -3.8 | 3.9 | -1.8 | -4.8&-3.8 | -4.5 | nt | nt | -0.4
UBC13 inh | 8.3 | 3.2 | -2.9 | -34.8&-36.5 | 9.0 | nt | nt | -11.4
APJ antag | 9.9 | 7.9 | -2.4 | 9.5&-5.8 | 9.0 | nt | nt | -28.5
CXCR6 inh | -0.5 | -5.3 | -5.8 | -1.1&-0.9 | 0.9 | 4.0 | 8.6 | 1.2
EBI2 antag | -12.5 | -0.3 | -5.0 | 9.0&-5.7 | 13.6 | 2.4 | -7.1 | 27.2

17) CSc1ccc(C(=O)C(C)(C)N2CCOCC2)cc1
18) c1ccc(CN2CCNCC2)nc1
19) Fc1cccc(CNCCc2c[nH]c3ccccc23)c1
20) COc1ccc(CCn2c(O)c(/C=N/NC(=O)c3ccncc3)c(=O)[nH]c2=O)cc1OC
21) COC(=O)[C@@]1(Cc2ccc(F)cc2)[C@H]2c3cc(C(=O)N(C)C)[nH]c3C[C@H]2CN1C(=O)c1ccccc1
22) CCOP(=O)(OCC)c1cc(CC)ccc1O
23) COC(=O)c1c(N)n(Cc2ccc(OC)cc2)c2nc3ccccc3nc12
24) COc1ccc(CCNCc2cccn2C)cc1
Compound | 17 | 18 | 19 | 20 | 21 | 22 | 23 | 24
Gli-Sufu block | -4.6 | -8.9 | 5.5 | -10.1 | -14.8 | 1.6 | -2.4 | -2.4
ATG4B inh | -11.3 | -6.8 | 4.9 | -6.0 | -5.6 | -5.3 | -13.3 | 0.9
CCR6 antagonist | 8.4 | -3.0 | 5.3 | 8.1 | 0.5 | 9.0 | 33.5 | 3.6
APJ agonist | 0.4 | -1.8 | -1.0 | -7.3 | 0.5 | -1.6 | -2.8 | 2.3
UBC13 inh | 0.8 | -5.1 | 5.4 | 21.5 | 0.6 | -3.0 | 0.6 | 3.8
APJ antag | -4.0 | 15.2 | -21.9 | 25.1 | 4.9 | -5.1 | 19.1 | -32.8
CXCR6 inh | 3.3 | -0.4 | -5.2 | 6.8 | -6.6 | 5.0 | 25.3 | -2.1
EBI2 antag | 7.3 | -4.5 | 6.7 | 0.1 | 2.0 | -9.9 | 21.9 | 4.1

25) CN(C)CC1CSCCC1(O)c1ccccc1Cl (centres undefined)
26) CCN(CC)C(=O)c1ccc(N(Cc2ccccc2)S(C)(=O)=O)cc1
27) CCN1CCC(N(C)C2CCCCC2)CC1
28) CN1C2CCC1CC(=NO)C2
29) Cc1c(-c2cccc(Cl)c2)nc2ccccc2c1C(=O)N1CCC2(CC1)OCCO2
30) Cc1ccccc1NC1(C#N)CCCCC1
31) O=c1[nH]c(=O)n(C2CCCCC2)c(O)c1C=Nc1ccc(N2CCOCC2)cc1
32) O=c1[nH]c(=O)n(-c2ccccc2F)c(O)c1C=NCCC1=CCCCC1
Compound | 25 | 26 | 27 | 28 | 29 | 30 | 31 | 32
Gli-Sufu block | 12.0 | 2.4 | 16.0 | 5.4 | 3.6 | -9.6 | 8.8 | 4.6
ATG4B inh | -16.3 | -3.2 | -9.7 | -6.4 | -1.1 | -2.1 | 0.7 | 0.6
CCR6 antagonist | 1.4 | -14.7 | -1.9 | 9.6 | 21.8 | 3.6 | -0.5 | 17.1
APJ agonist | -0.6 | -2.2 | -0.8 | -0.5 | -2.0 | -2.5 | -0.9 | -2.9
UBC13 inh | 5.0 | -6.7 | -5.4 | 2.0 | -2.8 | -8.4 | -15.8 | 3.1
APJ antag | -5.4 | -17.3 | -39.9 | -40.5 | 7.0 | 9.2 | -14.1 | 3.4
CXCR6 inh | 11.6 | 7.3 | -1.0 | -3.2 | -12.0 | -2.4 | -0.8 | 2.7
EBI2 antag | -4.1 | -10.3 | -0.2 | -1.6 | -8.9 | -5.3 | -7.4 | -4.2

Gathered by group, the entries above with an NH in an aromatic ring.
6) CCCCC(=O)N/N=C/c1c(O)n(CCc2ccccc2)c(=O)[nH]c1=O
12) O=c1[nH]c(=O)n(CC2CCCO2)c(O)c1/C=C1\C=Nc2ccccc21 (centres undefined)
19) Fc1cccc(CNCCc2c[nH]c3ccccc23)c1
20) COc1ccc(CCn2c(O)c(/C=N/NC(=O)c3ccncc3)c(=O)[nH]c2=O)cc1OC
21) COC(=O)[C@@]1(Cc2ccc(F)cc2)[C@H]2c3cc(C(=O)N(C)C)[nH]c3C[C@H]2CN1C(=O)c1ccccc1
31) O=c1[nH]c(=O)n(C2CCCCC2)c(O)c1C=Nc1ccc(N2CCOCC2)cc1
32) O=c1[nH]c(=O)n(-c2ccccc2F)c(O)c1C=NCCC1=CCCCC1
Compound | 6 | 12 | 19 | 20 | 21 | 31 | 32
Gli-Sufu block | -31.2 | 8.0&-5.8 | 5.5 | -10.1 | -14.8 | 8.8 | 4.6
ATG4B inh | 0.5 | -5.6&4.0 | 4.9 | -6.0 | -5.6 | 0.7 | 0.6
CCR6 antagonist | 1.1 | 10.4&-9.2 | 5.3 | 8.1 | 0.5 | -0.5 | 17.1
APJ agonist | 4.1 | -4.8&-3.8 | -1.0 | -7.3 | 0.5 | -0.9 | -2.9
UBC13 inh | -36.8 | -34.8&-36.5 | 5.4 | 21.5 | 0.6 | -15.8 | 3.1
APJ antag | -9.6 | 9.5&-5.8 | -21.9 | 25.1 | 4.9 | -14.1 | 3.4
CXCR6 inh | 7.6 | -1.1&-0.9 | -5.2 | 6.8 | -6.6 | -0.8 | 2.7
EBI2 antag | 2.4 | 9.0&-5.7 | 6.7 | 0.1 | 2.0 | -7.4 | -4.2

Screens deposited in PubChem by Sanford-Burnham Center for Chemical Genomics.
